# High-throughput results deposited in PubChem BioAssay by Broad Institute.
# CaV13 ICDI inh = Disruptors of the CACNA1D IQ motif to Ca2+-dependent inactivation inhibitor domain association, primary screening, Förster resonance energy transfer in intact living …; inhibition, % at 12.3 µM; AID 743397; 0.098% of 340,000 active; HEK cells, CFP/YFP FRET ICDI-IQ, plate reader, 10 min; percent FRET-ratio fall versus neutral wells;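 active = mean replicate inhibition of at least 30% and at least 1% of replicates passing that level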;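 also: 0% = median of the neutral control wells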
# * hit, by the source's call. A portion of the library. The share of hits here may be higher or lower than overall.
SMILES,CaV13 ICDI inh
COC(=O)C1=C(C)N(C)C(=NCc2ccc3c(c2)OCO3)NC1c1cccc(F)c1 (stereo unspecified),-4
CC(=O)N1C[C@@H](CO)[C@@H](N(C)C(=O)C(C)(C)C)C[C@H]1c1ccccc1Br,-4
C=CS(=O)(=O)N(C(=C)C(=O)OC)S(C)(=O)=O,-5
Cc1c(Cl)cccc1NC(=O)C1CCCCC1,-5
CN(C)C(=O)N1CCN(C(=O)[C@H](CCc2ccccc2)NC(=O)[C@H]2O[C@@H](n3cnc4c(N)ncnc43)[C@H](O)[C@@H]2O)CC1,-2
CCc1ccc(C2=CC(=O)CC(C)(C)C2=O)cc1,-7
CCOC(=O)n1cc(-c2cnc(CNC(=O)C(C)(c3ccccc3)c3ccccc3)o2)c2ccccc21,-9
O=S1(=O)c2ccc(Br)cc2OC2CCCC[C@@H]2N1Cc1ccccc1 (stereo partly specified),-4
CCOC(=O)C1=CCN(S(=O)(=O)c2cccc(Cl)c2)C1c1ccc(Cl)cc1 (stereo unspecified),-2
CCCCN1CC(COCc2ccccc2)Oc2cccc(NCc3cc(OC)c(OC)c(OC)c3)c2S1(=O)=O (stereo unspecified),-8
Cc1ccc(S(=O)(=O)NCC2CCN(C(=O)C(=O)c3cccs3)CC2)cc1,-9
COc1ccc(-c2nc(CC(=O)O)cs2)cc1OC,0
COc1ccc(CCN2CC(=O)N3CCc4ccc(N5CCOCC5)cc4C3CC2=O)cc1OC (stereo unspecified),-3
CCN(CC)C(=O)c1ncn2c1C(=O)NC[C@H]2C,-7
COC(=O)c1ccc2nc(C3CCCCC3)c(Cc3ccccc3OC)n2c1,-10
CC(C)C[C@@H]1COc2cc(NCCCN3CCOCC3)ccc2S(=O)(=O)N1,-6
COC(=O)N1C[C@H](OC(=S)Nc2ccc(OC)cc2OC)[C@H]2C[C@@H]1c1ccccc1O2,-4
O=C(O)c1ccccc1-n1ncc2c1/C(=C/c1ccc(Cl)cc1)CC2,-2
Cc1cc2c(nc1C)CCCN2S(=O)(=O)c1c(C)noc1C,-6
Nc1[nH]c(C(=O)c2ccccc2)c(-c2ccccc2Br)c1C(=O)c1cccs1,-20
CC(C)C[C@H]1COc2cc(Br)ccc2S(=O)(=O)N1Cc1ccc(Cl)cc1,-5
COc1cc(NC(=O)c2cccnc2)ccc1-c1cc2ccccc2oc1=O,-19
CC(C)C[C@H]1COc2cccc(NCCO)c2S(=O)(=O)N1,-4
O=C(N[C@H](C(=O)N1CCC[C@H]1C(=O)NCCc1ccccc1Cl)C1CCCCC1)c1ccc(Cl)c(Cl)c1,-3
O=C(CCC(=O)N1CCN(c2ccc(F)cc2)CC1)c1ccc(F)cc1,-2
CC(C)[C@@H](C)/C=C/[C@@H](C)[C@H]1CC[C@@H]2[C@]1(C)CCC1[C@]23C=C[C@]2(C[C@@H](O)CC[C@]12C)N(c1cnccn1)O3 (stereo partly specified),-8
CSc1nc(NCCCN(C)C)c2c3c(sc2n1)CN(C)CC3,-1
CN1C(=O)[C@@]2(C3=C(CCCC3=O)OC3=C2C(=O)CC(C)(C)C3)c2ccccc21,-7
COc1ccc(CCNC(=O)C2CCN(C(=O)c3ccccc3)CC2)cc1,-19
Nc1[nH]c(C(=O)c2ccccc2)c(-c2ccccn2)c1C(=O)c1c[nH]c2ccccc12,-18
Cc1nnc(-n2cccc2)s1,-5
OCC1COC(c2ccccc2)=N1 (stereo unspecified),-11
COc1ccc2c(c1)[C@@H](NC(=O)C(F)(F)F)[C@@H]1CCCC[C@]21c1ccccc1,-3
O=C(C(=O)N1CCc2ccccc2C1)N1CCc2ccccc2C1,-5
Cc1ccc2nc(NCC(N)=O)nc(-c3ccccc3)c2c1,-2
Cc1ccc(N2NC3(CCN(C(N)=O)CC3)NC2=O)cc1,-2
COC(=O)Cc1nnn2c1[C@H](C)[C@H](c1ccccc1[N+](=O)[O-])OCC2,-5
COc1cc(OC)c(-c2nnc3n(CCc4ccccc4)c(=O)c4ccccc4n23)cc1OC,-3
CN(C(=O)c1ccc(NC(=O)Cc2cccc(NC(=O)C3CCN(C(=O)CCc4ccccc4)CC3)c2)cc1)C1CC1,-5
CCOC(=O)N1CCN(C(=O)C[C@H]2C[C@@]3(C(=O)OC)C(=C[C@H](C4CCCC4)O[C@@H]3C)N(Cc3ccccc3)C2=O)CC1,-9

# In another format: results already given.
SMILES	CaV13 ICDI inh
CCOC(=O)N1CCN(C(=O)C[C@H]2C[C@@]3(C(=O)OC)C(=C[C@H](C4CCCC4)O[C@@H]3C)N(Cc3ccccc3)C2=O)CC1	-9
COc1cc(OC)c(-c2nnc3n(CCc4ccccc4)c(=O)c4ccccc4n23)cc1OC	-3
O=C(C(=O)N1CCc2ccccc2C1)N1CCc2ccccc2C1	-5
Cc1ccc2nc(NCC(N)=O)nc(-c3ccccc3)c2c1	-2
COC(=O)Cc1nnn2c1[C@H](C)[C@H](c1ccccc1[N+](=O)[O-])OCC2	-5
COc1ccc2c(c1)[C@@H](NC(=O)C(F)(F)F)[C@@H]1CCCC[C@]21c1ccccc1	-3
Cc1ccc(N2NC3(CCN(C(N)=O)CC3)NC2=O)cc1	-2

# Remaining list, next part:
SMILES,CaV13 ICDI inh
C[C@@H]1CN([C@@H](C)CO)C(=O)CCCn2cc(nn2)CO[C@H]1CN(C)C(=O)c1ccccc1,-6
CC(C)c1[nH]nc2c1C(c1ccc(Br)cc1)NC2=O (stereo unspecified),-3
COc1ccc(CN(C)C(=O)[C@@H](Cc2ccccc2)NC(=O)[C@H]2O[C@@H](n3ccc(N)nc3=O)[C@H](O)[C@@H]2O)cc1OC,-4
COC(=O)N(C)C[C@H]1OCc2cn(nn2)CCCC(=O)N([C@H](C)CO)C[C@@H]1C,-4
CC(C)N(c1cc(=O)nc2ccccn12)C(C)C,-5
C[C@H](CO)N1C[C@H](C)[C@H](CN(C)Cc2ccc(F)cc2)Oc2ncc(Br)cc2C1=O,-5
CC1(C)CC(=O)C=C(c2ccccc2-c2ccc3c(c2)OCO3)C1=O,-4
O=C(NCc1ccccc1)[C@@H]1CCCN1C(=O)[C@H]1CCCN1C(=O)c1ccc(F)cc1F,-10
Cc1ccc(C2(c3noc(CN(C)CCCN4CCOCC4)n3)CCCC2)cc1,-5
C=CC1=CCN(S(=O)(=O)C(C)(C)C)[C@@H]1CCO,-5

# Four entries from above, sorted by the number in CaV13 ICDI inh, rising.
SMILES,CaV13 ICDI inh
O=C(NCc1ccccc1)[C@@H]1CCCN1C(=O)[C@H]1CCCN1C(=O)c1ccc(F)cc1F,-10
CC(C)N(c1cc(=O)nc2ccccn12)C(C)C,-5
CC1(C)CC(=O)C=C(c2ccccc2-c2ccc3c(c2)OCO3)C1=O,-4
CC(C)c1[nH]nc2c1C(c1ccc(Br)cc1)NC2=O (stereo unspecified),-3

# The list continues:
SMILES,CaV13 ICDI inh
COC(=O)Cc1nnn2c1[C@H](C)[C@H](C(C)(C)C)OCC2,-4
Cc1ccccc1C(=O)N[C@@H](CC(C)C)C(=O)N1CCC[C@H]1C(=O)NCc1ccccc1,-2
CCCCS(=O)(=O)N1CCCc2nc(-c3ccc(F)cc3)ccc21,-4
CCNC(=O)N1CCN(c2ccc(N3CCN(C(=O)NCC)[C@@H](C)C3)c(C)c2)[C@H](C)C1,-9
C[C@@H]1CN([C@H](C)CO)C(=O)c2cc(Br)cnc2O[C@H]1CN(C)C(=O)c1ccc(F)cc1,-4
N#Cc1ccc(OCCCN2CCC(C(O)(C3=CCCC3)c3ccccc3)CC2)cc1 (stereo unspecified),-10
O=C1Nc2c(Cl)cc(Cl)cc2C12Nc1ccccc1S2 (stereo unspecified),-15
Cc1ccc2nc(-c3ccco3)c(Cc3ccsc3)n2c1,-4
COc1ccc(C(=O)NCC2CCN(C(=O)C(=O)c3cc4ccccc4o3)CC2)cc1,-7
Cc1[nH]nc2c1C(c1ccccc1)N(c1ccccc1)C2=O (stereo unspecified),-2
Cc1ccc2nc3n(c(=O)c2c1)-c1ccccc1C(=O)NC3Cc1ccc(O)cc1 (stereo unspecified),-10
O=[N+]([O-])c1ccc(CN2[C@H](COCc3ccccc3)C=CS2(=O)=O)cc1,-4
Cc1cc(CC(=O)O)c2oc(-c3ccoc3)cc(=O)c2c1,3
O=[N+]([O-])c1cc2c(ccc3occc32)o1,-8
CCCCNc1cccc2c1S(=O)(=O)N[C@H](CC(C)C)CO2,-8
Cc1ccc(C2c3c(n[nH]c3C)C(=O)N2Cc2ccccc2)cc1 (stereo unspecified),-6
CCCCCCN(C(=O)CCCCCN1C(=O)NC(c2ccc(Cl)cc2)C(C(=O)OCc2ccccc2)=C1C)C(C(=O)NCCCC)c1ccc(OCC(=O)OC)c(C(=O)OC)c1 (stereo unspecified),-11
O=Cc1coc([B-](F)(F)F)c1,-6
COC(=O)[C@]12C[C@H](CC(=O)NCc3ccc(OC)c(OC)c3)C(=O)N(CCc3ccc(OC)c(OC)c3)C1=C[C@H](C(C)(C)C)O[C@@H]2C,-4
CCOC(=O)N[C@@H](Cc1cccnc1)C(=O)N1CCC[C@H]1C(=O)NC1CCCC1,-3
Cc1ccc(Cc2c(-c3cccc(Br)c3)nc3c4ccccc4ccn23)cc1,-9
O=S(=O)(/N=C/c1c(O)ccc2ccccc12)c1cccs1,-9
CC(=O)C1=C(C)N(Cc2ccc(F)cc2)C(=S)NC1c1ccc(Br)cc1 (stereo unspecified),-3
CCCCCCCCN1C(=O)[C@@H](CC(=O)NCCCN2CCCC2=O)C[C@@]2(C(=O)OC)C1=C[C@H](C1CCCC1)O[C@@H]2C,-9
Cc1nnc(NC(=O)c2csc3c2CCCC3)s1,-5
N/C(=N\c1nc(CSc2nnnn2-c2ccccc2)cc(=O)[nH]1)Nc1ccccc1,-1
C=CCCN1[C@@H](Cc2ccccc2)COc2ccccc2S1(=O)=O,-4
Brc1ccc(CN2CCN(c3ncc(Cc4ccccc4)cn3)CC2)cc1,-9
COc1cccc(C=NNC(=S)NC2CC3CCC2C3)c1O (stereo unspecified),-12
O=S(=O)(c1ccc(C(F)(F)F)cc1)N1CCCc2nc(-c3ccc(Br)cc3)ccc21,-7

# Laid out differently: results already given
Cc1nnc(NC(=O)c2csc3c2CCCC3)s1
- CaV13 ICDI inh = -5
N/C(=N\c1nc(CSc2nnnn2-c2ccccc2)cc(=O)[nH]1)Nc1ccccc1
- CaV13 ICDI inh = -1
C=CCCN1[C@@H](Cc2ccccc2)COc2ccccc2S1(=O)=O
- CaV13 ICDI inh = -4
Brc1ccc(CN2CCN(c3ncc(Cc4ccccc4)cn3)CC2)cc1
- CaV13 ICDI inh = -9

# Further structures
SMILES,CaV13 ICDI inh
O=C(NCc1ccccc1)[C@@H]1CCCN1C(=O)[C@H]1CCCN1C(=O)c1c(F)cccc1F,-5
CC(C)CC1NC(=O)c2cc(Cl)ccc2-n2c1nc1cc(F)ccc1c2=O (stereo unspecified),-11
COc1ccc(C(=O)Nc2ccc3nc(N4CCCCC4)cc(C)c3c2)c(OC)c1,-6
CC(=O)OCC(=O)N1CCN(C(=O)C(=O)c2cccc(C(F)(F)F)c2)CC1,-9
CC1=C(C(=O)OCc2ccccc2)C(c2ccc(-c3ccccc3)cc2)NC(=O)N1CCCC(=O)O (stereo unspecified),-6
CCCCn1c(=O)[nH]c(=O)c2c1nc(-c1ccc(-c3ccc(F)cc3)o1)n2C,-4
CN1C(=O)[C@@]2(C3=C(CCCC3=O)OC3=C2C(=O)OC2(CCCCC2)C3)c2ccccc21,-8
COCc1[nH]nc2c1C(c1ccc(Br)cc1)N(c1ccc(OC)cc1)C2=O (stereo unspecified),-4
COc1ccc(CNC(=O)[C@@H](Cc2ccccc2)NC(=O)[C@H]2O[C@@H](n3cnc4c(=O)[nH]c(N)nc43)[C@H](O)[C@@H]2O)cc1,-5
COc1ccccc1CCn1cnc(-c2ccc(F)cc2)c1CC(C)C,-12
CCOC(=O)N1CCN(Cc2ccc(O)c3ncccc23)CC1,-6
O=S(=O)(c1ccc(F)cc1)N1CCCc2nc(-c3ccc(F)cc3)ccc21,-8
O=S(=O)(CS(=O)(=O)c1ccc(Br)cc1)c1ccc(Br)cc1,-11
C[C@@H]1CN([C@@H](C)CO)C(=O)c2ccccc2-c2ccccc2CO[C@@H]1CN(C)Cc1ccc(Cl)c(Cl)c1,-6
Cc1ccc2c(c1)-n1c(nc3ccc(Cl)cc3c1=O)C(CC(C)C)NC2=O (stereo unspecified),-10
COCCN1Cc2cc(C(=O)OC)c3c(c2C1=O)c1ccccc1n3S(=O)(=O)c1ccc(OC)cc1,-7
Nc1[nH]c(C(=O)c2ccc(Br)cc2)c(-c2ccc(Br)cc2)c1C(=O)NCc1cccc2ccccc12,-5
Nc1[nH]c(C(=O)c2ccccc2)c(-c2ccc(Cl)cc2)c1C(=O)c1c[nH]c2ccc(Br)cc12,-18
CCOc1ccccc1NC(=O)CC1SC(=N)N(c2ccccc2)C1=O (stereo unspecified),4
CC1CCCC(C)N1/N=C/c1cc(Br)c(O)c(Br)c1 (stereo unspecified),-17
CN(Cc1ccccc1)C(=O)c1cccc(NC(=O)Cc2ccc(NC(=O)C3CCCN(S(=O)(=O)c4cccc([N+](=O)[O-])c4)C3)cc2)c1 (stereo unspecified),-4
CN1CCN(CC(=O)N/N=C\c2c[nH]c3ccccc23)CC1,-15
COC(=O)C1=C(C)N(Cc2ccc(C(F)(F)F)cc2)C(=NCc2ccc(OC)cc2)NC1c1ccccc1 (stereo unspecified),-13
COC(=O)C1=C(C(=O)OC)[C@@H]2N(C)c3ccc(OC)cc3[C@@]23C[C@@H](C(=O)OC)N(C(=O)NCCBr)C3=N1,-4
COC(=O)C1=C(C)N(Cc2ccccc2C(F)(F)F)C(=NCC2CC2)NC1c1cccc(Cl)c1 (stereo unspecified),-11
